# GRIN3A LBD mod: modulates the human NR3A ligand-binding domain; actives 2.5% (n = 340,000); NR3A LBD differential scanning fluorimetry, Tm shift; 0% = protein alone, 100% = glycine-bound protein; Tm shift relative to glycine control, % at 25 µM;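 active = melting temperature shift of at least 10% of the positive control shift, at one fixed dose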
# MPTP block: permeability transition pore inhibition. inhibition, % at 10 µM. actives 1.4% (n = 360,000). isolated mouse mitochondria, Ca2+ swelling absorbance, 30 min. AID 602449;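 active = inhibition of 50% or more, scaled per plate between neutral and stimulator controls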;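 also: 0% = DMSO wells given calcium and 100% = 1 mM EGTA wells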
# mIAP inh: blocks mouse intestinal alkaline phosphatase; inhibition, % at 10 µM; AID 2806; actives 0.2% (n = 330,000); purified mouse IAP, CDP-Star luminescence, 30 min;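 active = inhibition of at least 40% at 10 µM in the primary screen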;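 also: plate controls were DMSO with enzyme for no effect and no enzyme wells for full effect; values of inactives mirror those of a sister screen read the other way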
# mIAP activ: mouse IAP activation. muIAP, CDP-Star luminescence, 30 min; stronger effect = higher value; 1 = vehicle-only enzyme signal, 0 = enzyme-free wells. activation factor at 10 µM. actives 0.24% (n = 330,000);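 active = activation factor of at least 2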; also: the source names both 10 and 20 µM as test concentration; values of inactives mirror those of a sister screen read the other way
#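 Assay system: mouse IAP enzyme; Reagent: CDP-Star chemiluminescent phosphatase substrate; Compound: DMSO-dissolved test compounds; Incubation: 30 min, room temperature; Technique: luminescence from enzymatic CDP-Star hydrolysis; Controls: DMSO-only wells and no-enzyme negative control.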
# beta cell repl: inducers of beta-cell replication in MIN6 cells; MIN6 cells proliferation, ATPlite luminescence, 48 h; cells starved in 0.2% serum; 100% = growth in 10% serum; proliferation, % at 10 µM; actives 0.29% (n = 330,000); AID 2380;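 active = compounds whose signal lies at least 3.5 SD above the mean of all wells on their plate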;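 also: 0% = DMSO-treated cells in low-serum medium and 100% = 10% serum control; some compounds called inactive have numbers as strong as hits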
# APOBEC3A inh: human APOBEC3A DNA deaminase inhibition; inhibition, % at 20 µM; P31941; actives 0.41% (n = 330,000); AID 493011; recombinant A3A, FAM/TAMRA ssDNA deamination fluorescence;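 active = at least 40% inhibition at 20 µM here, with at most 30% in a related deaminase screen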;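 also: plate controls were A3A with DMSO for no effect and wells lacking A3A enzyme for full effect; some results filed as inactive read as strong as hits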
# Target sequence (P31941 whole entry, looked up): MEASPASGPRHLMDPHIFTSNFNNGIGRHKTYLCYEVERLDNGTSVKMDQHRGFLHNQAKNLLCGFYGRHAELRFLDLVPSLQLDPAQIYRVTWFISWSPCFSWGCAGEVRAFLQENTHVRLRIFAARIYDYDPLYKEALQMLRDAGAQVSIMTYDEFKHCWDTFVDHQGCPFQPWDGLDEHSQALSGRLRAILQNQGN
# hIAP activ: human IAP activation | P09923 | purified human IAP, CDP-Star luminescence, 30 min; stronger effect = higher value; 1 = vehicle-only enzyme, 0 = enzyme-free background | activation factor at 10 µM | actives 0.16% (n = 330,000) | AID 2524;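 active = activation factor of the enzyme at least 2-fold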; also: the source names both 10 and 20 µM as test concentration; values of inactives mirror those of a sister screen read the other way
# Target sequence (P09923 whole entry, looked up): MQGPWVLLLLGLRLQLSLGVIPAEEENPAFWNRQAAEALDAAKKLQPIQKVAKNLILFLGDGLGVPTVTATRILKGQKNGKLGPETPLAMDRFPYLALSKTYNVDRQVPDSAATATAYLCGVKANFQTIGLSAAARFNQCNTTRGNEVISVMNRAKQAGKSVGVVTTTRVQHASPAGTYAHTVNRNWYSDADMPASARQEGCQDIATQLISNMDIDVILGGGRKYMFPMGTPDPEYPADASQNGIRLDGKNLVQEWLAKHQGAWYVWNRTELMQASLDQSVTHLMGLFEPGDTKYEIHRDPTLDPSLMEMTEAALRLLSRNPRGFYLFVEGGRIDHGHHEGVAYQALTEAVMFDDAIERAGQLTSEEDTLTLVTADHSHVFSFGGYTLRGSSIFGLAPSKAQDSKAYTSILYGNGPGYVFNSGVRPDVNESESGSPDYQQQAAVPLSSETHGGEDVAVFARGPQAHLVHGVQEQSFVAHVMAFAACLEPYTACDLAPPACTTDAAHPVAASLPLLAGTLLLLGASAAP
# hIAP block: human IAP inhibition. P09923. purified IAP, CDP-Star luminescence, 30 min. inhibition, % at 10 µM. actives 0.12% (n = 330,000). AID 2544;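 active = inhibition reaching a set limit with compound at 10 µM in the primary screen, cut at about 35% in these data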;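 also: plate controls were DMSO wells with enzyme for no effect and no-enzyme buffer wells for full effect; values of inactives mirror those of a sister screen read the other way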
# APOBEC3G inh: APOBEC3G (human) deaminase inhibition | Q9HC16 | recombinant A3G, ssDNA deamination FAM/TAMRA fluorescence | inhibition, % at 20 µM | actives 0.28% (n = 330,000) | AID 493012;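 active = inhibition of at least 40% at 20 µM, with no more than 30% in the related APOBEC3A deaminase screen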;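 also: plate controls were DMSO wells with A3G for no effect and wells lacking A3G enzyme for full effect; some compounds called inactive have numbers as strong as hits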
# Target sequence (Q9HC16 whole entry, looked up): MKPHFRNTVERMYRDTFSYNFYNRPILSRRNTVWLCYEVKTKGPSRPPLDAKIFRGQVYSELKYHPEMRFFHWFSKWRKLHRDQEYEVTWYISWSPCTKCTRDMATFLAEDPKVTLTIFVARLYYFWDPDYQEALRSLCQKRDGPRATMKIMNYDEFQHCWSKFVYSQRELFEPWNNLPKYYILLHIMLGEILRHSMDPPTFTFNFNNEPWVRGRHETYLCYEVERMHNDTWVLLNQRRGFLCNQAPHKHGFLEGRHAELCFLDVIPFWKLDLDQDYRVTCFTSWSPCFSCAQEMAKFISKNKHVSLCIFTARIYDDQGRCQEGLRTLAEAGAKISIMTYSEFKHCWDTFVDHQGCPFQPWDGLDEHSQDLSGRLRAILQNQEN
# Active calls of the source: *; & = joins results of further samples; ! = not active in a repeat.
no.	SMILES	GRIN3A LBD mod	MPTP block	mIAP inh	mIAP activ	beta cell repl
1	CCn1c(SCC(=O)Nc2ccccc2N2CCOCC2)nnc1-c1ccccc1O	-3	0.1	-4	1	-1
2	COC(=O)CCC(=O)Nc1ccccc1C(=O)Nc1ccccc1	0	-8.0	-8	1.1	-3
3	C/C(=N\O)c1ccc2c3ccccc3n(C)c2c1	-4	2.9	-1	1	0
4	Cc1cc2nnc(SCC(=O)NCc3cccs3)n2c(N)n1	3	2.0	1	0.99	-1
5	CC(Sc1nc2nn(-c3ccccc3)c(=O)c-2c2n1CCCCC2)C(N)=O (stereo not given)	0	-2.2	1	0.99	-1
6	O=C(Nc1ccccc1O)c1ccc2c(c1)C(=O)N(c1ccccc1)C2=O	0	2.2	3	0.97	-2
7	CCOC(=O)c1c(C)[nH]c(C(=O)N/N=C/c2cc([N+](=O)[O-])ccc2O)c1C	-1	56*	39	0.61	-3
8	COc1ccc(C2(C)NC(=O)N(CC(=O)Nc3cccnc3Cl)C2=O)cc1 (stereo not given)	-2	0.2	-4	1	0

no.	APOBEC3A inh	hIAP activ	hIAP block	APOBEC3G inh
1	-6	0.98	2	-8
2	-11	1.2	-25	-2
3	-2	0.81	19	-5
4	5	0.89	12	1
5	-2	1.2	-23	-1
6	-2	1.1	-14	1
7	3	2.1*	-108	-3
8	-1	1.3	-29	-6

no.	SMILES	GRIN3A LBD mod	MPTP block	mIAP inh	mIAP activ	beta cell repl
9	Nc1nc(-c2nonc2N)no1	-1	-0.8	-8	1.1	-2
10	O=C(Nc1ncc(Cc2ccc(C(F)(F)F)cc2)s1)c1ccc(-c2cccc([N+](=O)[O-])c2)o1	4	-0.2	15	0.85	0
11	COc1cccc(-n2c(SCC#N)nnc2-c2cnccn2)c1	0	-0.5	-1	1	0
12	CCOC(=O)c1cc2c(nc1NC(=S)Nc1ccccc1)CC(C)(CC)OC2 (stereo not given)	0	1.1	-8	1.1	-2
13	Cc1cc(Br)cc(Cl)c1OC(=O)c1ccncc1	-2	-0.8	-8	1.1	0
14	COc1ccc2c(CCNC(=O)c3ccc([N+](=O)[O-])cc3)c[nH]c2c1	-2	4.0	17	0.83	-2
15	CCOC(=O)C1CCN(C(=O)C2CCC(=O)N(CC3CCCCC3)C2)CC1 (stereo not given)	-4	-1.1	-3	1	-3
16	Cc1cccc(OCC2Cn3c(nc4c3c(=O)[nH]c(=O)n4C)O2)c1 (stereo not given)	1	0.1	4	0.95	-3

no.	APOBEC3A inh	hIAP activ	hIAP block	APOBEC3G inh
9	-8	0.99	1	-6
10	1	1.1	-5	-5
11	1	0.82	18	0
12	1	1.1	-6	2
13	0	1	-2	-9
14	-2	0.85	14	-6
15	-4	1.2	-19	-6
16	-2	1.1	-5	-5

no.	SMILES	GRIN3A LBD mod	MPTP block	mIAP inh	mIAP activ	beta cell repl
17	Cn1c(=O)oc2cc(S(=O)(=O)N3CCCC(C(=O)N4CCc5ccccc5C4)C3)ccc21 (stereo not given)	-1	-0.8	-1	1	1
18	O=C(CNC(=O)c1ccccc1)N/N=C/c1cn[nH]c1-c1ccccc1	0	0.1	0	1	1
19	C=C(C)COc1ccc(-c2nc(N)ncc2-c2ccc(OC)c(OC)c2)c(O)c1	1	-1.3	7	0.93	1
20	CC1CCN(CCOCCSc2ccc(Cl)cc2)CC1	-1	1.5	0	0.99	-3
21	Cc1ccc(-c2nnc(SCC(=O)NC3CCCC3)n2N)cc1	0	-0.6	2	0.98	3
22	Cc1ccccc1NS(=O)(=O)c1cc(C(=O)NCCC2=CCCCC2)ccc1Cl	2	2.2	14	0.86	-6
23	C#CCNC(=O)C1=C[C@@H](c2ccc(Br)cc2)C[C@@H](OCCCCO)O1	-4	-2.5	0	1	-1
24	CC(C)(C)c1ccc(CCC2OCC(C[N+]3(C)CCOCC3)O2)cc1 (stereo not given)	-2	0.1	1	0.99	0

no.	APOBEC3A inh	hIAP activ	hIAP block	APOBEC3G inh
17	-3	0.84	16	-6
18	0	1.1	-11	-6
19	0	1	-3	-5
20	-1	1.1	-8	-2
21	-1	0.99	1	-7
22	2	0.98	2	-1
23	0	0.91	9	-1
24	45*	1.3	-32	19

no.	SMILES	GRIN3A LBD mod	MPTP block	mIAP inh	mIAP activ	beta cell repl
25	CCCCNC(=O)C1CC(=O)N(C2CCCCC2)C1 (stereo not given)	-1	-0.2	-9	1.1	-3
26	NS(=O)(=O)c1ccc(NC(=O)NC2CC(=O)N(c3ccc4c(c3)OCCO4)C2)cc1 (stereo not given)	1	-0.9	-5	1.1	1
27	O=C1c2ccccc2NC(c2ccco2)N1/N=C/c1ccco1 (stereo not given)	0	0.3	6	0.94	-3
28	Cc1cccc(NC(=O)COC(=O)c2cc(C)oc2C)c1	3	-1.8	-10	1.1	-2
29	O=C1/C(=C/c2ccco2)CCc2ccccc21	14*	3.9	4	0.96	0
30	CCOc1ccc([N+](=O)[O-])cc1CNC1CCCCCCC1	-1	0.3	0	1	-3
31	CCn1cc(CN2CCCC(CNS(=O)(=O)c3cccc4cccnc34)C2)cn1 (stereo not given)	-1	-0.1	4	0.96	6
32	CCC(C)(C)n1nnnc1CN(Cc1ccco1)Cc1cc2cc3c(cc2[nH]c1=O)OCO3	-2	-3.4	7	0.93	1

no.	APOBEC3A inh	hIAP activ	hIAP block	APOBEC3G inh
25	1	1	-3	-2
26	0	1.1	-13	-8
27	0	0.8	20	-5
28	0	1.1	-8	-6
29	12	1	-1	3
30	-5	1.1	-14	1
31	0	1.2	-19	-4
32	-6	1.2	-16	-9

no.	SMILES	GRIN3A LBD mod	MPTP block	mIAP inh	mIAP activ	beta cell repl
33	COC(=O)c1ccccc1NC(=O)c1cc(-c2ccc(O)cc2)on1	1	-1.0	6	0.94	0
34	CCOC(=O)CSc1ccc(S(=O)(=O)N2CCCCC2)cc1[N+](=O)[O-]	7	-12	3	0.97	-3
35	CCN(CC)CCN=C1CCCc2ccccc2N1	-4	-0.4	5	0.95	-2
36	CC(Oc1cc(C(F)(F)F)cc(C(F)(F)F)c1)C(=O)NC(N)=O (stereo not given)	1	0.4	-7	1.1	-2
37	O=C1OC2CC3CC1CC(O)(C3)C2 (stereo not given)	-1	-0.2	5	0.95	-1
38	CCc1ccc(-n2c(=O)c3ccc(C(=O)NCCc4ccccc4)cc3n(CC(N)=O)c2=O)cc1	-1	-0.4	4	0.96	-1
39	CC1(C)c2[nH]c3ccccc3c2C[C@@H]2C(=O)N(Cc3ccccc3)C(=O)N21	-6	2.5	-14	1.1	-6
40	COc1ccc(Cl)cc1NC(=O)CN(C)C(=O)CNC(=O)C12CC3CC(CC(C3)C1)C2	1	0.5	0	1	-1

no.	APOBEC3A inh	hIAP activ	hIAP block	APOBEC3G inh
33	-1	0.95	5	12
34	2	0.94	6	-6
35	0	0.47	52*	3
36	-1	1	-3	-1
37	2	0.88	12	-3
38	3	1.1	-9	0
39	-1	0.93	7	-8
40	0	1	-3	-2

no.	SMILES	GRIN3A LBD mod	MPTP block	mIAP inh	mIAP activ	beta cell repl
41	CSc1ncccc1C(=O)OCC(=O)N1CC(=O)Nc2ccccc21	0	-3.1	12	0.88	-4
42	CC(C)N(C(=O)CSc1nc(Cc2ccccc2)nc2ccccc12)C(C)C	-2	-1.0	9	0.91	-4
43	CCOc1cccc(CN2CCCC(N3CCc4ccccc4C3)C2)c1O (stereo not given)	-3	0.2	-2	1	0
44	COc1ccc(C2/C(=C(/O)c3ccc4c(c3)CC(C)O4)C(=O)C(=O)N2CCCN2CCOCC2)cc1OC (stereo not given)	0	-3.1	-3	1	-2
45	CCC(=O)N1CCN(c2cc(N3CCCC3)c(F)cc2[N+](=O)[O-])CC1	0	0.8	12	0.89	-2
46	Cc1cc(C)c(NC(=O)CSc2nc3ncc(Br)cc3[nH]2)c(C)c1	4	1.2	8	0.92	-2
47	COc1ccc(N/C=C(\C(C)=O)c2ccc(OC)c(OC)c2)cc1OC	-1	-1.4	-9	1.1	1
48	O=C(CN(C(=O)CSc1nc2ccccc2o1)c1ccccc1)NC1CCCCC1	-1	0.0	-4	1	-2

no.	APOBEC3A inh	hIAP activ	hIAP block	APOBEC3G inh
41	-3	1	-1	-8
42	-3	1.1	-11	-2
43	-7	1.2	-16	-7
44	-5	1.1	-13	-12
45	2	0.71	29	0
46	-2	1.6	-63	-4
47	0	0.96	4	-1
48	0	0.9	10	-3

# Arranged by formula weight (falling): six of the compounds above.
no.	SMILES	GRIN3A LBD mod	MPTP block	mIAP inh	mIAP activ	beta cell repl
44	COc1ccc(C2/C(=C(/O)c3ccc4c(c3)CC(C)O4)C(=O)C(=O)N2CCCN2CCOCC2)cc1OC (stereo not given)	0	-3.1	-3	1	-2
40	COc1ccc(Cl)cc1NC(=O)CN(C)C(=O)CNC(=O)C12CC3CC(CC(C3)C1)C2	1	0.5	0	1	-1
48	O=C(CN(C(=O)CSc1nc2ccccc2o1)c1ccccc1)NC1CCCCC1	-1	0.0	-4	1	-2
42	CC(C)N(C(=O)CSc1nc(Cc2ccccc2)nc2ccccc12)C(C)C	-2	-1.0	9	0.91	-4
43	CCOc1cccc(CN2CCCC(N3CCc4ccccc4C3)C2)c1O (stereo not given)	-3	0.2	-2	1	0
47	COc1ccc(N/C=C(\C(C)=O)c2ccc(OC)c(OC)c2)cc1OC	-1	-1.4	-9	1.1	1

no.	APOBEC3A inh	hIAP activ	hIAP block	APOBEC3G inh
44	-5	1.1	-13	-12
40	0	1	-3	-2
48	0	0.9	10	-3
42	-3	1.1	-11	-2
43	-7	1.2	-16	-7
47	0	0.96	4	-1

# Additional records follow.
no.	SMILES	GRIN3A LBD mod	MPTP block	mIAP inh	mIAP activ	beta cell repl
49	COc1ccc(C(C)C)cc1S(=O)(=O)Nc1ccncc1	5	-3.6	1	0.99	2
50	CCOc1ccccc1NC(=O)C1CCN(C(=O)c2cccs2)CC1	0	-1.0	-1	1	-2
51	Cc1cccc(OCC(O)CN2CCN(C3CCCCC3)CC2)c1 (stereo not given)	1	-2.0	4	0.96	-2
52	Cc1ccc(OCC(=O)Nc2ccc(O)c(C(=O)O)c2)cc1C	1	-0.6	-7	1.1	-2
53	CCCCNC(=O)c1ccc(CNc2c(N3CCC(C(=O)OCC)CC3)c(=O)c2=O)cc1	11*!	0.2&-1.6	-3	1	-1
54	O=C(COC(=O)c1cc([N+](=O)[O-])ccc1NCCO)Nc1ccc2c(c1)OCO2	-4	5.8	10	0.9	-2
55	CC(=O)/C(N=Nc1ccc(OC(F)(F)F)cc1)=C(\C)O	-3	0.2	4	0.96	1
56	Cc1ccc(NC(=O)CCc2nnc3ccc(N4CCN(C)CC4)nn23)cc1F	0	0.5	8	0.92	-2

no.	APOBEC3A inh	hIAP activ	hIAP block	APOBEC3G inh
49	-2	1.1	-12	-5
50	-1	1.2	-18	-3
51	-6	0.95	5	-6
52	1	1	-3	-4
53	6	1.2	-17	1
54	-1	1	0	-5
55	1	1.1	-11	-4
56	-3	1.1	-12	-6

no.	SMILES	GRIN3A LBD mod	MPTP block	mIAP inh	mIAP activ	beta cell repl
57	CC1CCc2cccc3c(O)cc(=O)n1c23 (stereo not given)	0	0.9	-4	1	0
58	N#CCSCC(=O)Nc1ccc(Br)cc1	0	-1.9	7	0.93	-2
59	CCNC(=O)C(=O)NCc1ccncc1	0	-0.9	6	0.94	-1
60	CC(=O)NNC(=S)NC(=O)c1cccc([N+](=O)[O-])c1	2	-0.8	27	0.73	-5
61	O=C1NC(=O)C(c2ccc(F)cc2)N1 (stereo not given)	0	1.9	-7	1.1	0

no.	APOBEC3A inh	hIAP activ	hIAP block	APOBEC3G inh
57	-4	0.99	1	-7
58	0	1	-2	-3
59	12	0.89	11	-2
60	-4	1.3	-26	23
61	-1	1.1	-11	0

# Bioassay records as filed in PubChem BioAssay.
